Compound activity as filed in PubChem BioAssay.
PGK inhibitor: qHTS Assay to Find Inhibitors of Phosphoglycerate Kinase | Potency, µM (series often up to 57.5 µM), without a hit: at the highest dose activity change, negative = inhibition, most hits filed as inhibitors | AID 602233, 2012 | actives 0.043% (n = 380,000) | PGK/GAPDH coupled, Kinase-Glo luminescence, 60 min; also: % is scaled to controls: 0 for no effect and ±100 for the full control effect; nearly all actives have a fitted effect of over 60% in size
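Luminescent ATP detection (Kinase-Glo Plus) follows a 60-minute room-temperature incubation, with wells lacking PGK as controls. Buffer: 100 mM TEA (pH 7.6), 5 mM MgCl2, 0.01% Tween-20. Coupling enzyme GAPDH (100 nM final) supplies unstable 1,3-BPG in-well.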
HP1b chromo inh: HTS for Inhibitors of HP1-beta Chromodomain Interactions with Methylated Histone Tails | Chromobox protein homolog 1 (Homo sapiens), P83916 | AlphaScreen HP1-beta / biotin-H3K9me3 peptide binding | Potency, µM (titrated, usually from 114 µM), for the others: at the top dose activity change, negative = inhibition, hits mostly inhibitors | actives 0.56% (n = 390,000); also: nearly all actives have a fitted effect of over 70% in size; inactives centre near 23
Target sequence (P83916 whole entry, looked up): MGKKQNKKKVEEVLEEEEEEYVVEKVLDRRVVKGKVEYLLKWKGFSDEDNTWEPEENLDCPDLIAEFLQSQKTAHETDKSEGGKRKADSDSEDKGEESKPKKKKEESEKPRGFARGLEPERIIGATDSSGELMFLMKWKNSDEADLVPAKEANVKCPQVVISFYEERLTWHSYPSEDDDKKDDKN
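HP1-beta protein (50 nM final) preincubated 30 min at room temperature with biotinylated H3(1-18)K9me3 peptide (50 nM) in PBS pH 7.4, 0.01% Tween-20, then compound added for 30 min. AlphaScreen streptavidin donor/nickel chelate acceptor beads (10 ug/mL final), 30 min dark, luminescence read.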
rTrxR1 inhibitor: qHTS Assay for Inhibitors of Mammalian Selenoprotein Thioredoxin Reductase 1 (TrxR1): qHTS; Thioredoxin reductase 1, cytoplasmic (Rattus norvegicus), O89049; recombinant rTrxR1, NADPH fluorescence consumption, selenite substrate; Potency, µM (highest dose often 114 µM), inactives show at the highest dose activity change, negative = inhibition, usual class: inhibitors; actives 1% (n = 390,000); AID 588453, 2011; also: % is scaled to controls: 0 for no effect and ±100 for the full control effect; nearly all actives have a fitted effect of over 65% in size
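Rat TrxR1 (90 nM in the dispensed reagent) was pre-reduced with 400 uM NADPH for 5 min at room temperature, then incubated with compound for 15 min. After 400 uM selenite was added, NADPH fluorescence (Ex 340/Em 450 nm) was followed for 8 min.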
Pin1 inh: qHTS Assay to Find Inhibitors of Pin1; Peptidyl-prolyl cis-trans isomerase NIMA-interacting 1 (Homo sapiens), Q13526; Pin1 FP peptide displacement, HiFluor488, 10 min; Potency, µM (top dose mostly 115 µM), without a hit: top-dose activity, negative = inhibition, actives largely listed as inhibitors; actives 0.009% (n = 390,000); active = well fitted inhibition curve with a large enough effect in the polarisation, with a control signal flat, not every such curve was filed as active; inconclusive = small, poorly fitted or top-dose-only effect, or effect the other way, or a change in a side signal; inactive = no such curve, though single readings can be large or run the other way; the % refers to the polarisation; also: % is scaled to controls: 0 for no effect and ±100 for the full control effect
JMJD2A Tudor: qHTS Assay for Inhibitors of JMJD2A-Tudor Domain | actives 4.4% (n = 390,000) | Lysine-specific demethylase 4A (Homo sapiens), O75164 | AlphaScreen JMJD2A-Tudor / H3K4me3 peptide binding | Potency, µM (titrated, usually from 114 µM), for the others: top-dose activity change, negative = inhibition, most hits filed as inhibitors | AID 504339, 2011; also: % is scaled to controls: 0 for no effect and ±100 for the full control effect; nearly all actives have a fitted effect of over 50% in size
GLS inh: qHTS for Inhibitors of Glutaminase (GLS); Glutaminase kidney isoform, mitochondrial (Homo sapiens), O94925; Potency, µM (series often up to 45.5 µM), for inactives: at the highest dose activity change, negative = inhibition, most hits filed as inhibitors; actives 0.21% (n = 410,000); GLS enzymatic activity, qHTS titration; also: % is scaled to controls: 0 for no effect and ±100 for the full control effect
Target sequence (O94925 whole entry, looked up, canonical isoform): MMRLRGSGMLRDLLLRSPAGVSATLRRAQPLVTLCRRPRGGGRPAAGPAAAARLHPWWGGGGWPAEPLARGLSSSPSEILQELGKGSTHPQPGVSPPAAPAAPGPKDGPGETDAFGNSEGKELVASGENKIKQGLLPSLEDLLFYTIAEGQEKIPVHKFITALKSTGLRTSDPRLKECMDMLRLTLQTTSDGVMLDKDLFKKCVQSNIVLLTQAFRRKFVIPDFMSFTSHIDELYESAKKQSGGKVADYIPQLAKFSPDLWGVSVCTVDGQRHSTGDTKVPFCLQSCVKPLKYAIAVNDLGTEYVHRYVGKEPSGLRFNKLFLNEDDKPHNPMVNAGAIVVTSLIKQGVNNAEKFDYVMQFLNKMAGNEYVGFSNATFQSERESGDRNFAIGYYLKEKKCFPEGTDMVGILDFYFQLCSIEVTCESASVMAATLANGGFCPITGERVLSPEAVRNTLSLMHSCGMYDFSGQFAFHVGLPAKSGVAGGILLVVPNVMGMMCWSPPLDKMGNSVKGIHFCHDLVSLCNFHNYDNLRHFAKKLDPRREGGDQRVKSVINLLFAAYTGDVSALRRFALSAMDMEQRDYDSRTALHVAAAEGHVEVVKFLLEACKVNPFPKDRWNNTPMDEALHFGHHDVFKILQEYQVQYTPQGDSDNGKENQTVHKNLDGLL
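Coupled fluorescence readout: glutamate oxidase/HRP/Amplex Red detect glutamate formed by hKGA from L-glutamine (1 mM solution added). Buffer 45 mM KH2PO4 pH 8.2, 0.02% Tween-20; reads at t0 and 30 min RT.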
ERG Ets-DNA blk: qHTS for Small Molecule Inhibitors of the ERG Ets/DNA interaction; Transcriptional regulator ERG (Homo sapiens), P11308; AID 624246, 2012; actives 0.028% (n = 370,000); fluorescence polarization, His-ERG Ets domain / labelled DNA; Potency, µM (titrated, usually from 76.9 µM), inactives show at the highest dose FP activity, negative = inhibition, actives largely listed as inhibitors; active = well fitted inhibition curve with a large enough effect in the polarisation, with a control signal flat; inconclusive = small, poorly fitted or top-dose-only effect, or effect the other way, or a change in a side signal; inactive = no such curve, though single readings can be large or run the other way; the % refers to the polarisation;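 also: polarization taken with two DNA probes labelled with fluorescein and Texas red; % of control where 0% means no effect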
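His-tagged ERG Ets domain (1 uM in the protein solution; 300mM KCl, 50mM Tris-HCl, 1mM EDTA, 1mM DTT, pH 7.5) received compound, then a probe mix of 5 nM fluorescein-DNA and 100nM Texas-615-DNA. Fluorescence polarization was read for both dyes.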
RGS4 inhibitor: Inhibitors of Regulator of G Protein Signaling (RGS) 4: qHTS. Regulator of G-protein signaling 4 (Homo sapiens), P49798. Transcreener GDP fluorescence polarization, RGS4-accelerated GTP hydrolysis. Potency, µM (top dose mostly 114 µM), for inactives: top-dose activity change, negative = inhibition, usual class: inhibitors. actives 0.039% (n = 390,000). AID 504845, 2011; also: % is scaled to controls: 0 for no effect and ±100 for the full control effect; nearly all actives have a fitted effect of over 75% in size; some results filed as inactive show a strong effect at the top dose
Target sequence (P49798 whole entry, looked up): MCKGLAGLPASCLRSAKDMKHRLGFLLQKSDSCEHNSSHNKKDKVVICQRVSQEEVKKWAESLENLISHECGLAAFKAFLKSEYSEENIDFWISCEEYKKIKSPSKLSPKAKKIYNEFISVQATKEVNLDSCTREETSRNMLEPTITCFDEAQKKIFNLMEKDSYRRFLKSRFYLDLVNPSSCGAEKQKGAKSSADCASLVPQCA
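MLSMR compounds (23 nl, pin-transferred) preincubated 10 min at room temperature with a 500nM (2x) first reagent, then RGS4 at 900nM (2x) plus Transcreener GDP mix added; fluorescence polarization (620/688 nm) read before and after 90 min at 30 °C.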
ALOX12 inh: Primary qHTS assay for inhibitors of human arachidonate 12S-lipoxygenase (ALOX12): Round 2. Polyunsaturated fatty acid lipoxygenase ALOX12 (Homo sapiens), P18054. Potency, µM (highest dose often 108 µM), inactives show at the highest dose activity change, negative = inhibition, hits mostly inhibitors. actives 1.1% (n = 580,000). AID 1671190, 2021. purified 12hLO, xylenol orange hydroperoxide absorbance; also: % is scaled to controls: 0 for no effect and ±100 for the full control effect
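Purified human 12hLO (150 nM final) in 25 mM Hepes, 0.01% Triton X-100, pH 7.0 was preincubated 15 min at room temperature with compound. Then 40 uM arachidonic acid was added, 30 min. Hydroperoxide was read by Fe-XO absorbance ratio 573/405 nm.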
Numbers without * were called inactive; i = inactive; ? = inconclusive; nt = no result given; & = joins results of further samples; [ ] = another dose, or the depositor's remark. Unless noted, calls follow the shape of the dose curve; as a rule, active = well fitted curve in the direction sought with a large enough effect; inconclusive = small, poorly fitted or top-dose-only effect, or another doubt; inactive = no such curve, though single readings can be large; an effect the other way counts as inactive or inconclusive. Potency is read from the fitted curve at half-maximal effect.

nr	structure	PGK inhibitor	HP1b chromo inh	rTrxR1 inhibitor	Pin1 inh	JMJD2A Tudor	GLS inh	ERG Ets-DNA blk	RGS4 inhibitor	ALOX12 inh
1	O=C(O)/C=C/C(=O)Nc1ccc2c(c1)C(=O)c1ccccc1C2=O	-5.7%	13.3%	-10.5%	?	-21.1%	?	-10.0%	-0.2%	6.0%
2	O=C(Cn1nc(-c2ccc(Cl)cc2)c2ccccc2c1=O)NN1CCOCC1	-9.4%	35.2%	-7.3%[57.1 µM]	2.7%	-2.5%	2.3%	6.0%	8.4%	205.5%[activator]
3	COC(=O)C1C(=O)C2=C(CC1C)NC(C)=C(C(=O)OC(C)C)C2c1ccc(C)o1 (centres undefined)	-3.4%	7.4%	13.1%	-5.2%	-27.3%	3.9%	-9.1%	0.0%	22.4%
4	Cc1ccc(CNC(=O)CCSCc2ccccc2F)cc1	-5.1%&-0.5%	18.2%&35.9%	7.3%	?	8.4%&5.2%	-1.1%&0.3%	6.5%&1.7%	10.8%&-7.9%	?
5	Cc1oc2c(cc(NS(=O)(=O)c3ccc(Br)cc3)c3ccccc32)c1C(=O)OCc1ccccc1	-7.2%	-10.3%	7.3%	?	-27.0%	1.0%	0.5%	-4.1%	?
6	CCN(CC)S(=O)(=O)c1cccc(NC(=O)c2cc3ccccc3o2)c1	-7.6%	23.7%	15.5%[57.1 µM]	-1.6%	-30.9%	1.1%	2.2%	-18.2%	-22.1%
7	COc1ccc(NC(=O)CSc2nccn2C)cc1S(N)(=O)=O	-6.7%	9.8%	17.4%[57.1 µM]	4.8%	-11.3%	-6.0%	-2.1%	11.9%	3.2%
8	Clc1ccc(Cn2nnc3ccccc32)cc1	i	183.0%[activator]	11.6%[57.1 µM]	-0.5%	58.6%[activator]	2.9%	1.9%	-13.9%	-1.4%
9	CC(C)(C)c1ccc(OC(=O)c2ccc3nsnc3c2)cc1	1.8%	8.7%	4.6%	0.8%	-10.9%	-7.3%	1.2%	0.6%	-22.2%
10	CC(NC(=O)Nc1cccc([N+](=O)[O-])c1)(C(F)(F)F)C(F)(F)F	-10.4%	23.9%	-1.3%[57.1 µM]	-2.0%	12.3%[11.4 µM]	1.4%	5.6%	-15.4%[11.4 µM]	-20.3%
11	O=C(Nc1ccc(F)c(Cl)c1)C1CC2CCC1C2 (centres undefined)	i	63.8%[activator]	25.8%	-5.0%	28.4%	-10.8%	-22.9%	-3.2%	138.2%[activator]
12	Cc1ccc2c(c1)C1CN(C)CCC1N2C(=O)c1cccc(S(=O)(=O)N(C)C)c1 (centres undefined)	-3.1%	24.0%	9.6%[57.1 µM]	15.7%	-17.2%	-21.3%	10.9%	-23.6%	-13.2%
13	CN(C)c1ccc(N2C(=NC(=O)COc3ccccc3)SC3CS(=O)(=O)CC32)cc1 (centres undefined)	-0.3%	-12.7%	-21.6%	-2.6%	?	42.7%[activator]	5.7%	19.1%	17.3%
14	COCCOc1cc(NC(=O)c2sccc2Oc2ccc([N+](=O)[O-])cc2F)c(Cl)cc1Cl	-8.7%	-0.2%	8.7%[57.1 µM]	-4.8%	-32.4%	2.0%	-14.8%	6.0%	130.8%[activator]
15	FC(F)(F)c1cccc(Sc2nc(-c3ccccc3)nnc2C(F)(F)F)c1	-4.4%	20.2%	-37.2%	-2.3%	-8.9%	0.0%	-1.5%	-48.8%	-29.5%
16	COc1ccc(OCc2nc3ccccc3n2Cc2ccc(C(C)(C)C)cc2)cc1	-1.6%	17.2%	40.6%[activator]	-1.8%	-23.9%	-3.3%	3.3%	7.3%	-23.1%
17	COc1ccc2c(c1OC)C(=O)N(c1ccc(C)c(C)c1)C2=O	-8.7%	36.8%[activator]	4.3%[57.1 µM]	-0.1%	-2.9%	4.1%	-8.1%	-22.0%	0.0%
18	N#C/C(C(N)=O)=C1/CCc2ccccc2N1	nt	22.0%	2.3%	-1.7%	0.0%	5.6%	-0.9%	-12.9%	-10.3%
19	CCC(CC)C(=O)c1c[nH]c(C(=O)N2CCN(c3ccc(OC)cc3)CC2)c1	1.9%	2.8%	6.1%[57.1 µM]	1.5%	-5.6%	5.6%	0.3%	8.6%	-3.1%
20	CCOC(=O)c1csc(NC(=O)CCSc2ccccc2)n1	-12.8%	78.2%[activator]	8.0%	-0.5%	-12.1%	4.2%	2.4%	-47.9%[56.9 µM]	0.0%
21	COc1cc2oc3ccc(C#Cc4ccc(N)cc4)cc3c(=O)c2cc1OC	-8.3%	38.9%	2.3%	4.3%	-8.5%	-10.8%	-5.9%	-9.3%	?
22	CCc1c(C)sc(NC(=O)C2CC(c3c(F)cccc3Cl)=NO2)c1C#N (centres undefined)	1.8%	26.2%	13.4%	2.7%	-0.3%	4.1%	4.5%	-11.4%	?
23	CCn1c(SCC(=O)Nc2ccc(C(C)=O)cc2)nnc1C1CC1	-1.9%	25.2%	11.6%	-4.9%	-5.3%	4.6%	17.1%	-6.0%	-19.5%
24	CCN(C(=O)CSc1nnc(-c2ccccc2)o1)c1c(N)n(Cc2ccccc2)c(=O)[nH]c1=O	-4.3%	19.3%	16.9%[57.1 µM]	-0.3%	5.2%	-8.3%	-13.0%	-15.4%	8.6%
25	COc1ccc(OCC(O)Cn2c(=N)n(Cc3ccccc3)c3ccccc32)cc1 (centres undefined)	i	-13.5%	27.0%[57.1 µM]	-2.1%	-34.1%	2.4%	4.6%	28.7%	-44.0%
26	Cc1cc(-c2cccnc2)c(C#N)c(SCc2cccc(F)c2)n1	i	38.8%[activator]	1.0%	51.8%[activator]	-14.7%	2.3%	1.4%	-12.9%	-4.7%
27	O=C(Nc1nc2ccc(F)cc2s1)c1nc(S(=O)(=O)Cc2ccccc2F)ncc1Cl	-2.0%	93.8%[activator]	?	2.7%	-26.1%	-2.2%	4.3%	?	-19.7%
28	CCOc1ccc(C2C(C#N)=C(N)Oc3cc(O)ccc32)cc1OCC (centres undefined)	-3.9%	-6.7%	?	-2.1%	-32.2%	12.6%	6.2%	-18.1%	-25.2%
29	CCOc1cc(/C=C2\SC(=S)N(NS(=O)(=O)c3ccccc3)C2=O)ccc1O	nt	2.5%	-7.5%	99.8%[activator]	-26.8%	43.0%[activator]	-0.6%	-16.4%	?
30	O=S(=O)(CCN1CCCCC1)CCS(=O)(=O)CCN1CCCCC1	-0.7%	29.8%	15.5%	-5.8%	-0.7%	5.8%	-1.7%	-9.2%	-12.8%
31	CCOC(=O)CSc1nnc(-c2ccc(S(=O)(=O)N3CCC(C)CC3)cc2)o1	-2.7%	16.2%	20.6%	17.9%	-27.6%	-5.6%	15.2%	-24.7%	3.3%
32	Nc1nc(NCc2ccccc2Cl)n(-c2ccccc2)n1	i	12.1%	15.8%[57.1 µM]	-4.5%	-21.0%	-1.2%	1.0%	7.9%	15.2%
33	CCCN1C(=O)NC2(O)C(=O)c3ccccc3C12O (centres undefined)	i	17.6%	4.6%	1.2%	6.5%	-5.9%	8.1%	-6.1%	104.3%[activator]
34	Cn1cc(Cl)c(C(=O)N2CCN(c3ncccn3)CC2)n1	0.1%	-1.7%	-6.9%[11.4 µM]	-0.3%	0.0%[11.4 µM]	0.8%	-6.8%	-8.6%[11.4 µM]	8.9%
35	CC1CN(S(=O)(=O)c2cccc(C(=O)Nc3ccc(S(=O)(=O)NC4=NCCCCC4)cc3)c2)CC(C)O1 (centres undefined)	-1.5%	11.6%	-5.2%	-4.4%	-18.5%	-10.1%	-11.5%	-45.2%	-0.2%
36	CC(C)(C)Nc1c(N)c(=O)oc2ccccc12	1.4%	10.8%	-3.8%	0.0%	-15.0%	9.7%	-1.3%	22.3%	-2.4%
37	Cc1ccc(C(C)NC(=O)c2ccco2)cc1C (centres undefined)	-1.1%	17.0%	17.1%	0.5%	1.3%	-1.8%	-9.3%	27.5%	-10.3%
38	CCOc1ccc(S(=O)(=O)Nc2ccc(Cl)cn2)c(C)c1C	-9.4%	32.9%	3.2%	0.2%	-9.0%	3.8%	10.2%	7.0%	-42.8%
39	COC(=O)c1cc(NC(=O)c2c(-c3c(Cl)cccc3Cl)noc2C)ccc1N1CCOCC1	i	61.1%[activator]	4.6%	-2.3%	-5.6%	15.5%	-2.3%	3.4%	5.1%
40	Clc1ccccc1-c1nnc2sc(-c3ccncc3)nn12	-4.3%	16.8%	21.9%[57.1 µM]	4.7%	?	15.0%	3.7%	?	488.3%[activator]
41	O=C(CSc1ccccc1)N(c1ccc(Br)cc1)c1nccs1	-8.5%	113.0%[activator]	37.5%[activator]	3.3%	25.8%	0.0%	9.7%	7.3%[11.4 µM]	-12.8%
42	Cc1cc(NC(=O)Nc2cc(F)ccc2F)no1	i	40.2%[activator]	13.9%[57.1 µM]	3.4%	0.0%	-2.7%	-15.1%	4.5%	-1.5%

An excerpt (hit frequency here may not be typical).
